# Source: PubChem
# TLR9-MyD88 block: TLR9-MyD88 interaction inhibition | Q9NR96+Q99836 | CHO BLA complementation TLR9-MyD88, CCF4 FRET ratio | inhibition, % at 4.98 µM | 340,000 compounds, 0.21% hits;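 active = inhibition above the mean over all tested compounds plus 3 SD, cut at about 21% in these data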;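 note: 0% = DMSO only wells and 100% = clavulanate BLA inhibitor control wells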
# LMP1 NFkB inh: Epstein-Barr LMP1 NF-kappaB reporter inhibition; 350,000 compounds, 0.69% hits; inhibition, % at 12.5 µM; LMP1-induced NF-kappaB luciferase reporter cells, luminescence; in the data active = inhibition above about 41%;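 note: 0% = neutral control wells and 100% = reference inhibitor control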
# NCOA2 inhibitor: human SRC2 (NCOA2) inhibition; Q15596; HEK293 GAL4-SRC2 luciferase reporter, luminescence; inhibition, % at 9 µM; 370,000 compounds, 0.17% hits; AID 651957;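 active = inhibition above the mean inhibition of all tested compounds plus 3 SD, set per campaign, cut at about 52% in these data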;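 note: 0% = DMSO treated cells and 100% = cells given Gossypol at 36 µM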
# TROY signal inh: blocks TROY-dependent signaling in reporter cells. 360,000 compounds, 0.98% hits. inhibition, % at 10 µM. Q293 LMP1-TROYcd NF-kB luciferase reporter, 4 h. AID 1347056;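 active = compounds whose plate-normalised and pattern-corrected inhibition of the luciferase reporter signal at the single screening dose is 50% or more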
# NOD2-RIPK2 inh: blocks binding of human NOD2 to RIPK2 | inhibition, % at 4.98 µM | CHO BLA complementation NOD2-RIPK2, CCF4 ratio | O43353 | 360,000 compounds, 0.38% hits; in the data active = inhibition above about 21%;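 note: 0% = vehicle only and 100% = reference blocker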
# C8 TRAIL sens: caspase-8 TRAIL sensitization | NB7+C8 cells + TRAIL, ATPlite viability luminescence | inhibition (viability loss, TRAIL sensitization), % at 10 µM | 360,000 compounds, 1% hits | AID 624354;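 active = compounds causing at least 50% loss of cell viability in the single-dose screen, relative to plate controls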
# NCOA1 inh: inhibits human SRC1 coactivator | Q15788 | HEK293 GAL4-SRC1 luciferase reporter, luminescence | inhibition, % at 3.6 µM | 360,000 compounds, 0.12% hits | AID 588354;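 active = inhibition above the campaign mean plus 3 SD, with each screening campaign given its own cutoff, cut at about 60% in these data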;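 note: 0% = DMSO treated cells and 100% = gossypol at 36 µM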
# Vif imaging: blocks HIV Vif function; HEK293T cells, Vif self-association by quenched fluorescence, imaging, 24 h; 340,000 compounds, 0.35% hits; AID 602346; inhibition, % at 7.49 µM; in the data active = inhibition above about 50%, passing the limit was not always enough; note: some results filed as inactive read as strong as hits
# COUP-TFII inh: blocks human COUP-TFII nuclear receptor; P24468; HEK293T NGFI-A luciferase reporter, luminescence; inhibition, % at 8.6 µM; 370,000 compounds, 0.7% hits; AID 686940;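 active = inhibition above a per-plate cutoff, mean inhibition of test wells between control levels plus 3 SD, cut at about 38% in these data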;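 note: cells cotransfected with COUP-TFII expression vector driving the NGFI-A reporter; 0% = median of COUP-TF2 test wells and 100% = reporter-only cells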
# LRH-1 inv ag: NR5A2 inverse agonism in reporter assay | O00482 | HEK293T StAR-luciferase reporter, LRH-1 transfected, 24 h | inhibition, % at 3.6 µM | 360,000 compounds, 0.13% hits;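 active = inhibition above the mean inhibition of all tested compounds plus 3 SD, cut at about 73% in these data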;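 note: 0% = DMSO wells and 100% = reporter-only cells lacking LRH-1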
# SRC3 inh: inhibitors of human steroid receptor coactivator 3 (SRC3); Q9Y6Q9; HEK293 GAL4-SRC3 luciferase reporter, luminescence; inhibition, % at 3.6 µM; 360,000 compounds, 0.17% hits;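 active = inhibition above a per-campaign cutoff, the mean of all compounds plus 3 SD, cut at about 60% in these data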;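 note: 0% = DMSO-treated cells and 100% = gossypol-treated cells at 36 µM; higher means less SRC3-driven luciferase light from the GAL4 reporter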
# Target sequence (Q9Y6Q9 whole entry, looked up, the tested form may be a part): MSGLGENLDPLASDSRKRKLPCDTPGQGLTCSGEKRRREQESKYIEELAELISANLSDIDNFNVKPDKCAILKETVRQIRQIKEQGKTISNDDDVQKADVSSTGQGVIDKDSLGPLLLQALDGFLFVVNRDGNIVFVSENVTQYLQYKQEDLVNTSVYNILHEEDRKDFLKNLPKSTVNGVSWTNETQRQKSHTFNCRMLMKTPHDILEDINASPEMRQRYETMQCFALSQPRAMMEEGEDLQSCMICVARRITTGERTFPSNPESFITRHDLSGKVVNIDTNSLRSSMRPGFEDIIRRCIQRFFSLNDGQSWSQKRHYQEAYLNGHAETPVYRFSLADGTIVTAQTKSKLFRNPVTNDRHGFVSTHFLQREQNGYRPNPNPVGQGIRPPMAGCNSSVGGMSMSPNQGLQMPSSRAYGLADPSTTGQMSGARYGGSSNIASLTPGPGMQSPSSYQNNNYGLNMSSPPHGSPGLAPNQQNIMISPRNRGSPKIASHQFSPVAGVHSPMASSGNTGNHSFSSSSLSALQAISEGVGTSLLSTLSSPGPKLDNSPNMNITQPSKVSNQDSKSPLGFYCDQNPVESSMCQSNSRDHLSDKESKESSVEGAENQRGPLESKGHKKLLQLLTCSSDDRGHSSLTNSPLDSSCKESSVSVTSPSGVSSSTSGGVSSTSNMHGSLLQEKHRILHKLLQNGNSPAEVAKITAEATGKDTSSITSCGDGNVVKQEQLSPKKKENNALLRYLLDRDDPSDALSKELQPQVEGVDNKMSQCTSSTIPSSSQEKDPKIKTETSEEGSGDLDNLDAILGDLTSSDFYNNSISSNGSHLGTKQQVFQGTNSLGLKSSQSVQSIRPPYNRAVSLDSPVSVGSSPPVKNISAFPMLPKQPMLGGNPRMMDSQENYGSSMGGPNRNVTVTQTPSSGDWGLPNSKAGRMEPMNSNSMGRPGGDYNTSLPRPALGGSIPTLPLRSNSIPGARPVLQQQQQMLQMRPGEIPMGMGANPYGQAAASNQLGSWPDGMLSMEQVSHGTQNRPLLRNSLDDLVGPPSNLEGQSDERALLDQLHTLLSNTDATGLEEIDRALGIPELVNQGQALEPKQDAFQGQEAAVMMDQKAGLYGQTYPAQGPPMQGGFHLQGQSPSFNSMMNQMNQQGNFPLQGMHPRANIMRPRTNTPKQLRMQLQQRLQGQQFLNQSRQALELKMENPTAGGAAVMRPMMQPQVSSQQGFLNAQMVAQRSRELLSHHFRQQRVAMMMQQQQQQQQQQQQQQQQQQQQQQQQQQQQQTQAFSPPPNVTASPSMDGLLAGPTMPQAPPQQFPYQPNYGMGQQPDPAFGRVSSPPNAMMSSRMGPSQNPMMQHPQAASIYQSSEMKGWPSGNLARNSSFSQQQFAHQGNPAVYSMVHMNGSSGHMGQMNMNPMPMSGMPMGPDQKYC
# * hit, by the source's call; x = no result given. An excerpt; the hit share may differ from the screen's.
SMILES,TLR9-MyD88 block,LMP1 NFkB inh,NCOA2 inhibitor,TROY signal inh,NOD2-RIPK2 inh,C8 TRAIL sens,NCOA1 inh,Vif imaging,COUP-TFII inh,LRH-1 inv ag,SRC3 inh
Oc1ccc(F)c2cccnc12,-13,-8,7,-3,4,-2,-15,-7,0,-4,8
Cc1c(CC(=O)O)c(=O)oc2c(C)c(OCc3ccccc3)ccc12,3,2,-17,-18,4,-7,-15,-13,-6,13,17
CCN(C(=O)COC(=O)c1c2c(nc3ccccc13)/C(=C/c1ccccc1)CC(C)C2)C1CCS(=O)(=O)C1 (stereo unspecified),0,-27,-12,-5,-3,-7,-2,-1,-5,8,0
Cc1cc(C)c2nc(SCC(=O)NCC3CCCO3)c(C#N)cc2c1 (stereo unspecified),-4,-10,-10,-3,-5,-13,-16,14,-10,6,2
Cc1ccc(Cl)cc1N1CCN(C(CC(C)C)c2nnnn2CC2CCCO2)CC1 (stereo unspecified),-2,-8,0,18,-3,12,-7,31,1,-8,0
O=C(COc1ccc([N+](=O)[O-])cc1Cl)N1CCc2ccccc21,-1,8,-94,-56,-5,30,-97,-4,-47,-63,-69
N#CC1=C(N)OC2=C(C(=O)CCC2)C1c1ccncc1 (stereo unspecified),-2,-5,-13,22,2,25,18,3,-19,14,-3
CN(C)S(=O)(=O)N(CC(=O)Nc1ccccc1)c1ccccc1,0,-3,2,-10,-10,4,-6,10,2,12,-13
CCCCC(=O)NC(c1ccccc1Cl)c1c(O)ccc2ccccc12 (stereo unspecified),-6,-4,-3,32,-10,2,1,-10,17,-13,22
COc1ccc(CCNC(=O)CSCc2ccc(Cl)cc2)cc1OC,6,-16,1,6,10,0,12,-2,-22,33,14
COc1ccc(-c2nc(SC(CC(=O)NCCO)c3cccs3)n[nH]2)cc1 (stereo unspecified),2,-2,14,-25,-3,-15,7,-15,5,-8,20
NC(=S)N/N=C/c1ccc(-c2ccc(Cl)c(Cl)c2)o1,2,-37,-11,19,1,-4,-11,2,1,33,-8
CCNc1ccc(C2(O)C(=O)c3ccccc3C2=O)cc1,1,2,7,17,-8,-1,0,-9,-2,-13,-2
Cc1ccc(C(=O)N/C(=C\c2ccccc2)C(=O)NCCN2CCOCC2)cc1,-3,-2,-2,8,1,-27,4,3,15,-2,-12
CCN1C(=NCc2cc(OC)c(OC)c(OC)c2)N[C@@H](c2ccccc2)C(C(=O)OC)=C1C,-10,-7,x,-11,-2,-10,3,-3,x,15,1
COCCNC(=O)c1c[nH]n2c(=O)cc(C3CCN(C(=O)OC(C)(C)C)CC3)nc12,2,0,-28,11,-5,2,-1,0,11,-30,-8
O=[N+]([O-])c1cccc(/C=C/c2nc3ccc([N+](=O)[O-])cc3[nH]2)c1,0,-17,-28,-14,-4,23,-12,-11,-1,-53,7
O=C(/C=C\c1ccccc1)Oc1cccc2cccnc12,5,-4,-11,-25,4,1,14,-5,7,4,3
COc1cc(C(=O)O/N=C(\N)Cc2ccc([N+](=O)[O-])cc2)cc(OC)c1OC,x,x,-19,-12,-15,14,-5,-4,14,20,10
COc1ccc(NC(=O)N(C)C[C@@H]2OCc3cn(nn3)CCCC(=O)N([C@H](C)CO)C[C@H]2C)c(OC)c1,4,-3,-7,-11,-12,-16,1,5,-7,8,-9

# Arranged by the number under SRC3 inh (falling): some entries from above
structure | SRC3 inh
COc1ccc(-c2nc(SC(CC(=O)NCCO)c3cccs3)n[nH]2)cc1 (stereo unspecified) | 20
O=C(/C=C\c1ccccc1)Oc1cccc2cccnc12 | 3
Cc1ccc(C(=O)N/C(=C\c2ccccc2)C(=O)NCCN2CCOCC2)cc1 | -12

# The results go on.
SMILES,TLR9-MyD88 block,LMP1 NFkB inh,NCOA2 inhibitor,TROY signal inh,NOD2-RIPK2 inh,C8 TRAIL sens,NCOA1 inh,Vif imaging,COUP-TFII inh,LRH-1 inv ag,SRC3 inh
CC(C)Cn1c(=O)c2c(nc3n2CCCN3Cc2ccccc2)n(C)c1=O,-16,-8,14,-10,2,0,-10,-8,12,-38,9
CCCCN(C(=O)c1cccc(S(=O)(=O)N(C)c2ccc(C)cc2)c1)c1c(N)n(CC(C)C)c(=O)[nH]c1=O,0,-8,-26,6,7,-4,3,0,15,-5,5
COc1ccc(C(C(=O)NCC2CCCO2)N(C(=O)Cn2nnc3ccccc32)c2ccc(NC(C)=O)cc2)cc1OC (stereo unspecified),2,-1,-8,6,0,-10,-58,-13,-2,-5,-7
O=C1C2C3C=CC(C4CC34)C2C(=O)N1/N=C/c1ccc(-c2cccc([N+](=O)[O-])c2)o1 (stereo unspecified),-7,-6,0,9,13,-13,-5,-7,3,-3,9
Cc1ccc(S(=O)(=O)N2C(c3ccc(Cl)c(Cl)c3)CC=C(C(=O)O)C2c2cccc(Cl)c2)cc1 (stereo unspecified),x,x,3,x,-6,0,x,x,0,-18,x
CCN(Cc1nc(-c2ccccc2)no1)C(=O)COc1cccc(OC)c1,-5,-6,-6,10,-2,-4,8,-21,-1,-1,1
CC(=O)c1c(C)[nH]c(C(=O)NC2CCSc3ccccc32)c1C (stereo unspecified),-4,0,6,12,8,9,1,-24,9,8,7
NS(=O)(=O)c1cccc(NC(=O)c2ccc3nc[nH]c3c2)c1,-10,2,-17,4,6,1,6,-12,-14,2,10
C/C(=N/NC(=O)CN1CCN(S(=O)(=O)c2ccc(Br)cc2)CC1)c1cccnc1,5,2,-6,-7,-3,-4,3,1,4,-4,18
O=C(NCc1ccc2c(c1)OCO2)C1CCCN(C(=O)c2ccc(Cl)cc2)C1 (stereo unspecified),4,29,-8,-16,0,-2,-9,15,-23,12,10
O=C(N/N=C\c1cn[nH]c1-c1ccccc1)c1cccnc1,2,-26,21,11,6,12,-6,-4,-2,7,0
CC(=O)c1ccc(-c2nnc(CCC(=O)N(C)Cc3c(C)nc4ccccn34)o2)s1,-1,-36,1,-12,1,-7,22,5,-1,14,-1
COc1cccc(OC)c1OCCCCN1CCCC1,6,2,1,3,-4,-6,4,7,12,9,1
COC(=O)c1ccc(-n2nnnc2SCC(=O)Nc2ccccc2F)cc1,2,2,-12,12,-7,-7,-8,0,4,-14,1
CCSc1nc2sc3c(c2c2[n+]1CC(CBr)O2)CCCC3 (stereo unspecified),x,x,17,-38,-11,-1,3,-2,-16,-3,-19
OCCN(Cc1ccccc1)Cc1ccc(C(F)(F)F)cc1,-1,-1,-2,3,3,-2,1,-2,7,-12,-6
Cc1cc(-c2n[nH]c(=S)n2/N=C/c2ccc(Br)s2)n[nH]1,1,6,-20,-16,6,1,7,3,5,13,14
CC(=O)c1cccc(NC(=O)c2ccc(S(=O)(=O)N3CCCC3)cc2)c1,-3,2,-22,5,-2,-19,-20,3,13,8,-2
COc1ccccc1C(=O)NCCC(=O)N(C)CC(=O)Nc1ccccc1Br,1,6,-28,-2,1,-3,2,2,-5,-24,-8
O=C(OC(C(=O)NCc1ccccc1)c1ccccc1)c1ccco1 (stereo unspecified),9,-5,4,11,-3,7,-4,27,0,17,7
Clc1ccc(-c2c[n+](Cc3ccc(Cl)cc3Cl)c3n2CCCCC3)cc1,-9,14,24,32,-8,43,10,-6,24,25,36
O=C(CCc1nc2sc3c(c2c(=O)[nH]1)CCCC3)NCCOc1ccccc1,1,-7,-21,-11,7,-27,-6,-1,10,3,-2
N#C/C(=C\C1CC2C=CC1C2)c1nc2ccccc2[nH]1 (stereo unspecified),2,-5,-19,34,-11,1,-14,1,-1,-14,-25
Cc1ccc(F)cc1S(=O)(=O)NCc1ccc(N2CCN(C)CC2)cc1,x,x,-40,-47,-4,5,-38,7,-2,-1,3
Cc1ccccc1C(=O)Nc1nnc(S(=O)(=O)N2CCCCCC2)s1,3,11,2,-28,-16,9,3,x,11,-9,-4
C[C@H](NC(=O)N1CCn2c1nc1ccccc12)C(=O)NCc1ccccc1,2,-5,0,-6,3,19,-4,7,6,-9,-23
COc1ccc(NC(=O)C2CCN(C(=O)C3CC(=O)N(c4ccc(C)cc4)C3)CC2)cc1 (stereo unspecified),-2,-6,-1,1,-8,3,1,3,9,-10,10
Cn1c(N)c(C(=O)COC(=O)CCc2ccccc2)c(=O)n(C)c1=O,12,-2,2,-16,-2,2,-23,-3,-10,-8,15
Cn1c(=O)c2c(ncn2CC(=O)OCC(=O)c2ccc(Br)cc2)n(C)c1=O,3,0,12,-12,-2,-2,0,-5,11,23,-1
CCc1ccc(NC(=O)C/C(C)=N/NC(=O)OCc2ccc(OC)cc2)cc1,3,4,9,-19,-9,8,-16,-5,7,-1,4
O=C(CSc1ccc(Cl)cc1)N1CCCC1,8,-1,-26,-30,-5,-3,-41,0,-38,-40,-6
CCN(CC)C(=O)C1=C(C)N(CCC2=CCCCC2)C(=O)C(CC(=O)NCCCCc2ccccc2)C1 (stereo unspecified),-12,-9,-15,-6,11,20,-17,5,0,-1,-3
Cc1cc(CN2C(=O)c3ccccc3C2=O)no1,-1,2,-8,-7,0,0,16,2,7,9,19
O=C(c1ccccc1)c1ncc[nH]1,3,4,-20,-20,-11,0,-14,13,-28,-33,-6
C/C(=N\Nc1ccc(Cl)cc1)c1c(O)cc(C)oc1=O,x,-13,-8,-26,-2,0,-9,3,11,-20,4
CCc1cccc(NS(=O)(=O)c2ccc3c(c2)NC(=O)C(C)S3)c1 (stereo unspecified),-13,13,12,21,4,9,4,-8,28,-22,-2
CC1(C)SC(=S)N(/N=C/c2ccccc2O)C1N(O)C(=O)Nc1ccccc1 (stereo unspecified),5,-8,7,-38,-4,-19,3,1,-33,-29,15
CS(=O)(=O)c1ccc(Cl)c(NC(=O)c2cccc(Br)c2)c1,8,0,-68,-8,0,-2,18,-1,-2,0,24
CC(C)NC(=O)CN1C(=O)c2cccc3cccc1c23,-14,-4,-8,-1,-6,-3,-24,-2,-4,-21,-5
Cc1ccc(C(=O)Nc2c(C)cc(C)c3cccnc23)cc1,5,-29,-7,-39,1,-3,2,1,-9,2,12
Cc1c(C(C)(C)C)s/c(=N/S(=O)(=O)c2ccccc2)n1C,2,-3,5,11,-3,-3,-4,-1,4,1,11
COc1ccc([C@H]2CC(=O)C=C(c3cc(F)ccc3F)C2)cc1OC,6,13,9,9,-3,0,-18,-2,-10,-3,10
Cc1ccc(NC(=O)[C@H](Cc2c[nH]c3ccccc23)NC(=O)[C@@H]2Cc3ccccc3CN2)c(C)c1,-6,8,8,-4,7,15,7,-7,-86,46,0
CC(NC(=O)CSc1cccc(C(F)(F)F)c1)c1ccccc1 (stereo unspecified),2,-7,7,-22,-1,-15,-4,16,5,-3,-5
O=C1c2cccnc2C(=O)N1CNc1ccc(Cl)cc1,-8,-8,-26,-1,-3,-3,-15,2,-4,-4,-12
COc1ccc(N2C(=O)NC(NC(=O)C(C)(C)C)(C(F)(F)F)C2=O)cc1 (stereo unspecified),-10,9,18,4,-11,-4,-13,-4,8,23,4
O=C(NCc1cccnc1)c1cc(S(=O)(=O)N2CCOCC2)c(Cl)cc1Cl,4,3,-38,-17,1,7,-8,0,5,22,-9
O=S(=O)(c1ccc(NC(=S)N2CCCCC2)cc1)N1CCCCC1,4,1,4,-22,-9,-1,-5,-8,7,-24,-8
